Source: PubChem (National Center for Advancing Translational Sciences (NCATS))
NPC1 promoter act: NPC1 promoter activation | Huh7 NPC1 promoter luciferase reporter, 24 h | Potency, µM (highest dose often 9.22 µM), for inactives: at the highest dose activation, usual class: activators | 320,000 compounds, 2.4% hits | AID 485313;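 note: % of control where 0% means no effect; nearly all actives have a fitted effect of over 60% in size; reporter is driven by a mutant NPC1 promoter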
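In 1536-well qHTS, Huh7 cells harboring an NPC1 promoter–luciferase construct received compound for 24 h; activation was quantified by luminescence following luciferase reagent addition.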
RORg inh: inhibitors of mouse ROR gamma transcriptional activity; P51450; Drosophila S2 Gal4-RORgamma UAS-luciferase reporter, 20 h; Potency, µM (highest dose often 53.6 µM), for inactives: top-dose activity change, negative = inhibition, hits mostly inhibitors; 310,000 compounds, 5.4% hits; note: % is set by controls: 0 for no effect and ±100 for the full control effect; nearly all actives have a fitted effect of over 60% in size
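Read-out: Photinus luciferase luminescence; inhibitors lower reporter signal. Insect Schneider cells with Gal4-ROR gamma fusion under metallothionein promoter, UAS reporter; 700 uM final copper sulfate induction, 20 hr, ambient temperature.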
Rab9 prom act: activates the Rab9 promoter. 320,000 compounds, 2.8% hits. Potency, µM (top dose mostly 9.22 µM), for the others: top-dose activation, negative = inhibition, usual class: activators. Huh7 Rab9 promoter-luciferase reporter, luminescence, 24 h; note: % of control where 0% means no effect; nearly all actives have a fitted effect of over 60% in size
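Luminescence read-out: Huh7 cells stably expressing Rab9-luciferase, treated 24 h with compound at 37 °C, then lysed with luciferase reagent for 10 min at ambient before reading.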
VP16 counter: Gal4-VP16 reporter inhibition counter-screen; 310,000 compounds, 3.5% hits; Drosophila S2 Gal4-VP16 UAS-luciferase, luminescence, 20 h; AID 2546; Potency, µM (series often up to 53.6 µM), without a hit: top-dose activity, negative = inhibition, hits mostly inhibitors;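 note: Gal4-VP16 expression switched on by copper sulfate through the metallothionein promoter; % is set by controls: 0 for no effect and ±100 for the full control effect; nearly all actives have a fitted effect of over 50% in size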
p53 reactivator: re-activators of mutant p53; H1299 p53-A138V BP100-luciferase reporter, luminescence, 24 h; Potency, µM (series often up to 92.2 µM), for the others: at the top dose activity change, positive = activation, most hits filed as activators; 320,000 compounds, 0.063% hits; note: % of control where 0% means no effect; nearly all actives have a fitted effect of over 45% in size
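H1299 (p53-null), stable ts p53-A138V + BP100-Luc; 1000 cells/well, Opti-MEM/10% FBS; cpd 4 pt, 1:5; 24 h, 37 deg C, 5% CO2; detection reagent 10 min RT; luminescence.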
MBNL1-CUG inh: MBNL1-poly(CUG) RNA binding inhibition; Q9NR56; 280,000 compounds, 0.036% hits; Potency, µM (highest dose often 57.5 µM), for inactives: at the highest dose activity change, negative = inhibition, most hits filed as inhibitors; AID 2675; TR-FRET MBNL1-His/biotin-(CUG)12 binding, 665/545 ratio; active = well fitted inhibition curve with a large enough effect in the signal ratio, with a control signal flat, not every such curve was filed as active; inconclusive = small, poorly fitted or top-dose-only effect, or effect the other way, or a change in a side signal; inactive = no such curve, though single readings can be large or run the other way; the % refers to the signal ratio; note: % is set by controls: 0 for no effect and ±100 for the full control effect
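MBNL1-His + Biotin-(CUG)12, cpd titration 92 nM–58 uM; Tb anti-His Ab 0.055 ng/ul, SA-XL665 5 nM (final); 60 min RT; ratiometric 665/545 nm, Ex 340 nm; normalized to buffer and full-complex controls.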
FLuc modulator: counter-screen for miR-21 project: firefly luciferase inhibitors or activators; Potency, µM (highest dose often 57.5 µM), for inactives: top-dose activity change, negative = inhibition, usual class: inhibitors; purified FLuc, Km substrates, luminescence inhibition; 360,000 compounds, 6.9% hits; P08659;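 note: plate controls were vehicle for no effect and reference inhibitor for full effect; nearly all actives have a fitted effect of over 55% in size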
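Purified P. pyralis luciferase (10nM final) with 10uM D-luciferin and 10uM ATP (Km levels) in 50mM Tris acetate pH 7.5, 10mM Mg acetate, 0.01% Tween-20, 0.05% BSA; qHTS 6-point titration, ~60 µM downward; luminescence read.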
BRCA1 expr up: BRCA1 expression activation. MCF7-BRCA1-FFLuc reporter, luminescence, 48 h; response scale: scaled: vehicle 0%, 10 µM genistein 100%. Potency, µM (doses to about 46.1 µM), for inactives: top-dose activation, actives largely listed as activators. 380,000 compounds, 1.1% hits. AID 624202; note: nearly all actives have a fitted effect of over 80% in size; some results filed as inactive show a strong effect at the top dose
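Activators of BRCA1 expression were detected as increased firefly luciferase luminescence in engineered MCF7 cells after 48 h compound incubation. Signals were scaled to genistein 10 microM as full activation.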
ELG1 genotoxic: inducers of genotoxicity in HEK293T ELG1-luciferase cells; HEK293T ELG1-luciferase reporter, luminescence, 16 h; Potency, µM (top dose mostly 46 µM), for inactives: top-dose activity change, positive = activation, most hits filed as activators; 330,000 compounds, 1.3% hits; AID 504466; note: % of control where 0% means no effect; nearly all actives have a fitted effect of over 60% in size
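Cells (2,000/well) expressing the ELG1-luciferase fusion are dosed by pin tool and kept 16 hr at 37 °C, 5% CO2. Signal comes from ONE-Glo luciferase reagent after 30 min at room temperature.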
uPA surface inh: blocks generation of uPA at the cell surface; cell surface uPA generation assay, qHTS; Potency, µM (series often up to 38.3 µM), for the others: at the top dose activity change, negative = inhibition, actives largely listed as inhibitors; 330,000 compounds, 0.31% hits; AID 540303; active = well fitted inhibition curve with a large enough effect; inconclusive = small, poorly fitted or top-dose-only effect; inactive = no such curve, though single readings can be large or run the other way; tested in mouse RAW 264.7 cells; note: % is set by controls: 0 for no effect and ±100 for the full control effect; nearly all actives have a fitted effect of over 55% in size
MLL CXXC-DNA inh: blocks binding of human MLL CXXC domain to DNA | Q03164 | MLL-CXXC / FITC-HOXA9 DNA fluorescence polarization | Potency, µM (titrated, usually from 115 µM), without a hit: at the highest dose activity change, negative = inhibition, hits mostly inhibitors | 290,000 compounds, 0.037% hits; active = well fitted inhibition curve with a large enough effect in the polarisation, with a control signal flat, not every such curve was filed as active; inconclusive = small, poorly fitted or top-dose-only effect, or effect the other way, or a change in a side signal; inactive = no such curve, though single readings can be large or run the other way; the % refers to the polarisation
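Steps: dispense CXXC domain solution (7 uM) → pin compounds or unlabeled HOX-A9 DNA control → 5 min ambient → add FLSN-HOX-A9 solution (50 nM) → spin → 30 min ambient → fluorescence polarization. Tris pH 7.5/NaCl/DTT/BSA buffer.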
Numbers without * were called inactive; ? = inconclusive; . = no result given; & = joins results of further samples; [ ] = remark or other dose. Unless noted, calls come from the whole dose curve; as a rule, active = well fitted curve in the direction sought with a large enough effect; inconclusive = small, poorly fitted or top-dose-only effect, or another doubt; inactive = no such curve, though single readings can be large; an effect the other way counts as inactive or inconclusive. Potency is the fitted concentration of half-maximal effect.

SMILES	NPC1 promoter act	RORg inh	Rab9 prom act	VP16 counter	p53 reactivator	MBNL1-CUG inh	FLuc modulator	BRCA1 expr up	ELG1 genotoxic	uPA surface inh	MLL CXXC-DNA inh
Cc1cc(Cl)c(S(=O)(=O)NC(C(=O)O)C(C)C)cc1OCC(=O)NC1CCCCC1 (configuration not stated)	0.0%	-1.3%	-7.1%	-3.3%	1.5%	-2.9%	0.8%	8.1%	-6.4%	-3.2%	-19.2%
Cc1ccc(N(CC(=O)Nc2ccc(-c3nc4ccc(C)cc4s3)cc2)S(C)(=O)=O)cc1	?	-42.8%	?	-6.1%	?	20.0%	7.57µM*	-6.2%	?	-4.3%	-8.9%
Cc1nn(C)cc1C(=O)NNC(=S)Nc1ccc(Cl)cc1	5.7%	11.2µM*	-0.3%	?	3.0%	-10.3%	-4.4%	0.8%	0.2%	-0.3%	3.5%
O=C(CN1C(=O)NC2(CCOc3ccccc32)C1=O)Nc1ccc2c(c1)OCCO2 (configuration not stated)	-1.6%	-3.1%	6.7%	3.2%	2.3%	-4.6%	?	-10.4%	15.4%	6.4%	4.8%
Cc1ccc(Cn2ccc(NC(=O)c3cc(C)on3)n2)cc1	18.4%	?	24.8%	-17.5%	18.4%	-0.8%	?	?	?	4.3%	-17.2%
COc1ccc(S(=O)(=O)N2CCN(CCC(=O)Nc3ccccc3F)CC2)cc1	0.7%	0.1%	1.4%	14.3%	0.9%	-1.4%	-0.4%	2.0%	-1.2%	-2.4%	6.2%
COc1ccc(-c2sc(Nc3ccc(F)c(F)c3F)nc2CCC(=O)NN)cc1	3.7%	?	9.5%	35.6%	9.1%	-1.1%	-19.7%	-48.5%	13.9%	-0.4%	-10.2%
COC(=O)[C@@]1(Cc2ccc(F)cc2)[C@H]2c3cc(C(=O)N(C)C)n(Cc4ccc(OC)c(OC)c4)c3C[C@H]2CN1C(=O)c1ccccc1	-4.5%	?	-6.1%	-16.9%&7.0%	-0.6%	15.7%	-1.5%	-29.6%	-3.4%	-17.5%	8.2%
COc1cc(C2Nc3ccccc3C(=O)N2c2ccccc2OC)ccc1O (configuration not stated)	8.7%	34.9%	0.1%	-6.6%	1.0%	-6.9%	0.2%	28.3%	-3.6%	0.6%	10.5%
O=C(N1CCOCC1)N1CCC(n2nnc3ccccc32)CC1	0.2%	-8.2%	-0.7%	0.5%	-13.3%	-27.2%	-4.3%	6.9%	-0.2%	-3.6%	-6.5%
Cc1cccc(OCc2nnc(SCC(=O)Nc3ccc(C)c(Cl)c3)o2)c1	-2.1%	7.5%	-4.1%	1.0%	16.5%	-6.9%	-15.7%	-15.5%	-2.4%	14.4%	2.3%
O=C(NCCc1ccccc1)C1CCN(Cc2cccc3ccccc23)CC1	-1.6%	.	-4.2%	.	.	4.2%	0.4%	-21.9%	-7.9%	0.9%	18.3%
O=S(=O)(c1ccc(Cl)cc1)N1CCCN(c2nc3ccc(Cl)cc3s2)CC1	-0.5%	-1.9%	1.9%	-19.8%	0.2%	0.4%	0.5%	-8.8%	-0.8%	2.1%	-2.6%
COc1ccccc1NC(=O)CS(=O)(=O)c1cn(CC(=O)N2CCCC2)c2ccccc12	-3.1%	-4.7%	.	-8.1%	-38.0%[inhibitor]	-9.6%	3.6%	0.0%	2.1%	5.8%	1.3%
CCS(=O)(=O)Nc1ccc(Cc2ccc(NS(=O)(=O)CC)cc2)cc1	-0.3%	1.26µM*	-0.7%	?	1.8%	-12.1%	-2.8%	-45.2%	-8.9%	.	-1.2%
CC(C)(C)NC(=O)c1nc2nc(-c3ccccc3)cc(C(F)(F)F)n2n1	0.6%	21.1%	1.1%	-15.9%	-3.7%	?	-0.9%	-1.0%	-2.1%	-5.4%	-6.8%
COc1ccc(-c2cc3nc(-c4ccccc4)cc(N4CCC5(CC4)OCCO5)n3n2)cc1	-1.0%	-9.1%	-6.5%	-1.6%	-7.1%	?	-0.4%	-48.1%	-9.4%	16.3%	-3.0%
S=C(NCc1ccc(Cl)cc1)NN1CCOCC1	0.4%	10µM*	1.0%	?	-2.6%	-9.6%	2.6%	-12.2%	0.1%	.	10.2%
CN1CCN(C(=O)CCC(=O)NCc2ccc(F)cc2)CC1	1.2%	4.2%	-0.8%	-11.0%	?	1.9%	6.2%	7.6%	1.0%	4.5%	-4.7%
CCc1cccc(CC)c1NC(=S)NCc1ccc2c(c1)OCO2	-2.1%	8.91µM*	-1.7%	?	-5.2%	-2.7%	-0.3%	-31.4%	0.7%	-1.8%	8.4%
CCOCN(C(=O)Cn1c(C(C)O)nc2ccccc21)c1c(C)cccc1CC (configuration not stated)	0.4%	0.4%	-2.3%	-21.0%	-3.6%	?	10.6%	-23.3%	4.7%	-7.2%	4.2%
COc1ccccc1NC(=O)CSc1nc(SC)ns1	4.5%	19.4%	18.9%	-6.4%	13.9%	-2.5%	-5.3%	-1.4%	10.6%	5.3%	24.2%
COc1ccc(CNC(=O)C(C)n2nc(C)c3c(C)n(-c4ccccc4)nc3c2=O)c(OC)c1 (configuration not stated)	-0.7%	40.9%	-1.9%	1.8%	-1.2%	-2.9%	-1.4%&2.4%	-5.1%	-4.4%	-3.5%	16.1%
Cc1ccc(NC(=O)CNC(=O)Cn2cnc3sc(C)c(C)c3c2=O)cc1F	-0.1%	1.2%	2.0%	1.4%	-0.9%	-0.2%	-2.5%	0.0%	-0.2%	4.2%	8.3%
CC(C)NS(=O)(=O)c1ccc(NC(=S)NC(=O)c2ccc(-c3ccccc3)cc2)cc1	-0.6%	7.08µM*	-2.9%	?	5.1%	2.1%	-1.4%	-25.6%	-4.1%	.	-4.2%

The list continues:
SMILES	NPC1 promoter act	RORg inh	Rab9 prom act	VP16 counter	p53 reactivator	MBNL1-CUG inh	FLuc modulator	BRCA1 expr up	ELG1 genotoxic	uPA surface inh	MLL CXXC-DNA inh
COc1ccc(NC(=O)CCc2c(C)nn(-c3ccc(N4CCOCC4)nn3)c2C)cc1	16.4%	7.7%	15.5%	-12.5%	?	10.0%	?	67.0%	16.7%	-1.2%	12.5%
COc1ccc(-n2c(=O)c(NC(=O)c3ccccc3)c3n(c2=S)CCCCC3)cc1	-2.5%	11.5%	12.3%	6.6%	0.5%	-6.9%	0.5%	-15.6%	7.1%	0.4%	3.3%
CC(OC(=O)c1ccccc1NCc1ccco1)C(=O)Nc1ncc(Cl)cc1Cl (configuration not stated)	-0.5%	10.2%	-6.2%	1.4%	3.7%	-10.8%	1.6%	-23.6%	1.7%	-0.3%	4.6%
Cc1ccccc1-n1c(SCc2c(C)noc2C)nnc1-c1cccnc1	2.5%	28.6%	4.0%	9.3%	-2.9%	3.6%	2.3%	-8.9%	4.2%	2.3%	-23.4%
Cc1cccc(N2CCN(CC(O)COc3ccccc3Cl)CC2)c1 (configuration not stated)	0.6%	-5.4%	0.6%	-3.5%	0.6%	-5.8%	1.9%	-17.8%	-2.2%	-8.1%	-13.5%
CCc1cccc(NC(=O)CCS(=O)(=O)c2ccc(Br)cc2)c1	-0.7%	-12.6%	-0.9%	-0.9%	-0.6%	-8.8%	1.1%	-28.3%	-0.1%	1.9%	3.0%
COc1ccc(-c2cc(C(F)(F)F)nc(SCC(=O)NCc3cnn(C)c3C)n2)cc1OC	-1.8%	-10.0%	-2.5%	-1.0%	-8.8%	?	5.7%	-6.9%	0.3%	-7.0%	8.4%
CCC1CCCCN1C(=S)NCc1ccccc1 (configuration not stated)	-1.1%	?	-1.4%	-0.4%	2.3%	-6.6%	-1.5%	-1.3%	-0.9%	12.3%	8.4%
Cc1cccc([C@@H]2[C@@H]3C(=O)N(Cc4ccccc4)C(=O)[C@@H]3[C@]3(C)C(=O)N(c4ccc(C(F)(F)F)cc4)C(=O)N23)c1	-4.5%	28.6%	-5.8%	-11.0%	.	2.3%	0.3%	-55.8%	-7.0%	-14.5%	-8.4%
COc1cccc(OCC(=O)N2CCC3(CC2)CC(=O)c2ccccc2O3)c1	3.6%	.	-1.4%	.	-2.9%	.	0.2%	6.6%	-3.6%	2.5%	.
O=C(Cc1ccc(-n2c(=O)c3ccccc3n(CC(=O)Nc3ccc(F)cc3F)c2=O)cc1)NCc1ccco1	-10.6%	20.7%	-2.6%	-5.6%	-2.2%	-1.4%	-3.1%	0.0%	2.1%	4.2%	10.3%

Not all compounds are listed; rates above refer to the full screens.
